Compound activity from PubChem.
SRC2 inh: human SRC2 (NCOA2) inhibition | hit rate 0.17% among 370,000 | Q15596 | AID 651957 | HEK293 GAL4-SRC2 luciferase reporter, luminescence | inhibition, % at 9 µM;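 active = inhibition above the mean inhibition of all tested compounds plus 3 SD, set per campaign, cut at about 52% in these data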;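 also: 0% = DMSO treated cells and 100% = cells given Gossypol at 36 µM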
N-glyco inh: N-linked glycosylation inhibition; AID 588692; reporter increase, % at 12.5 µM; hit rate 0.23% among 360,000; D54 ERlucT glycosylation luciferase reporter, 24 h; percent of 100 nM tunicamycin response;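 active = mean luciferase reporter signal, scaled so untreated is 0 and the glycosylation-blocking control 100, at or above a set limit in every replicate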;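 also: luciferase carries N-glycosylation sites so blocking glycosylation raises the light; 0% = median of neutral control wells and 100% = median of 100 nM tunicamycin wells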
ABCB6 inh MLPCN: blocks the human ABCB6 transporter. Q9NP58. K562-ABCB6 porphyrin accumulation, flow cytometry, 1 h; hits give low values. fluorescence ratio to DMSO, % at 10 µM. hit rate 0.19% among 360,000. AID 602162;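 active = fluorescence ratio to DMSO below 75%, the collection mean minus 3 SD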;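 also: signal is porphyrin accumulated inside mitochondria; 100% equals median channel fluorescence of DMSO control wells; lower ratio means ABCB6 inhibition with less porphyrin fluorescence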
TLR9-MyD88 inh: blocks human TLR9 binding to MyD88; Q9NR96+Q99836; CHO BLA complementation TLR9-MyD88, CCF4 FRET ratio; inhibition, % at 4.98 µM; hit rate 0.21% among 340,000; AID 504734;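 active = inhibition above the mean over all tested compounds plus 3 SD, cut at about 21% in these data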;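 also: 0% = DMSO only wells and 100% = clavulanate BLA inhibitor control wells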
Target sequence (Q99836 whole entry, looked up): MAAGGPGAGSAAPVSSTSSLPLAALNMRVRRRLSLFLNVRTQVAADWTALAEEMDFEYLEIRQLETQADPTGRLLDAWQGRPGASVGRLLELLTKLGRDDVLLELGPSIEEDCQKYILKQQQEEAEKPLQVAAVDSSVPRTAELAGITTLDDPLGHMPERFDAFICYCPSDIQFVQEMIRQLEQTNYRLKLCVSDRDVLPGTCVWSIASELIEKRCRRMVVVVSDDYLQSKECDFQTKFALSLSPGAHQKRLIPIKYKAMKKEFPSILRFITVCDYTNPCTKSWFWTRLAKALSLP
Target sequence (Q9NR96 whole entry, looked up): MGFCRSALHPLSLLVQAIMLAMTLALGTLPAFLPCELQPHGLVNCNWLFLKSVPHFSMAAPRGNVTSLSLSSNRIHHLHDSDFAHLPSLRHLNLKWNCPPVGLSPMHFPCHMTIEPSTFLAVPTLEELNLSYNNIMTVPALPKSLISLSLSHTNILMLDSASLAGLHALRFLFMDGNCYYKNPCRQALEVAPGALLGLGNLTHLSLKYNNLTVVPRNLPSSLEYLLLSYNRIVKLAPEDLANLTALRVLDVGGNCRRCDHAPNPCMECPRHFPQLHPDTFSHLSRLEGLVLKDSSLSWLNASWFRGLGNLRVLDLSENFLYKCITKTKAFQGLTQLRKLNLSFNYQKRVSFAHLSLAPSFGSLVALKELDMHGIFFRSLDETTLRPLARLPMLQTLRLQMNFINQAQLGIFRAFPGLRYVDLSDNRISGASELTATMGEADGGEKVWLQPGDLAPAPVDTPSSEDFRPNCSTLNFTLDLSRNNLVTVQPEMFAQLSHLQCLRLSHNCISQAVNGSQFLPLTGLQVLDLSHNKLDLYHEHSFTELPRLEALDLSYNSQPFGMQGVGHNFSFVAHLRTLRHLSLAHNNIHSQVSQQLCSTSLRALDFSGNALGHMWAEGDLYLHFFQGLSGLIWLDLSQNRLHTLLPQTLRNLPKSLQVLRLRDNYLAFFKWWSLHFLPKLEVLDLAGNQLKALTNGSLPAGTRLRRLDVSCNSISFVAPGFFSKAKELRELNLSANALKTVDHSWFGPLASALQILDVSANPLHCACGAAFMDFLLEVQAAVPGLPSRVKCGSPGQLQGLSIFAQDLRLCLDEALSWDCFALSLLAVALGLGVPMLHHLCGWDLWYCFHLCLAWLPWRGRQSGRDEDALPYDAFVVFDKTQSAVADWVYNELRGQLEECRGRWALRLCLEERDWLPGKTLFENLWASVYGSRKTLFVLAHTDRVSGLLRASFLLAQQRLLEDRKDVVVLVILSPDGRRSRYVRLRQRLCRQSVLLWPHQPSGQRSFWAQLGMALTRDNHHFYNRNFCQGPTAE
NOD2-RIPK2 inh: inhibitors of human NOD2-RIPK2 interaction; CHO BLA complementation NOD2-RIPK2, CCF4 ratio; inhibition, % at 4.98 µM; hit rate 0.38% among 360,000; in the data active = inhibition above about 21%;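 also: 0% = vehicle only and 100% = reference blocker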
H9c2 protect: myocardial damage modulation in H9c2 cells. H9c2 cardiomyocytes, H2O2 injury protection, ATPLite, 2 h. protection from H2O2 cell death, % at 20 µM. hit rate 0.63% among 360,000. AID 588492;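 active = compounds giving at least 50% protection of heart cells from peroxide-induced death in the single-dose screen, raw or plate-pattern-corrected value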;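 also: 0% = DMSO wells with peroxide and 100% = DMSO wells without peroxide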
MC4R antag cAMP: antagonists of human melanocortin 4 receptor (MC4R) | AID 540295 | MC4R-expressing cells, MTII-stimulated cAMP, LANCE TR-FRET | hit rate 0.48% among 360,000 | inhibition, % at 6.5 µM | P32245;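 active = inhibition above its plate's cutoff, the mean of tested wells on that plate plus 3 SD, cut at about 29% in these data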;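 also: 0% = Melanotan II alone and 100% = Melanotan II plus saturating MCL0020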
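Material: U2OS-MC4R stable cell line | Reagent: Melanotan II challenge after compound preincubation | Doses: One concentration, 6.5 µM nominal | Incubation: 30-min compound preincubation, 1-h Melanotan II challenge, 1-h detection, room temperature | Signal: TR-FRET cAMP assay | Replicates: One well per compound, no replicates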
MC4R ag barr: human MC4R agonism via beta-arrestin; P32245; U2OS MC4R beta-arrestin complementation, luminescence; percent of melanotan II response, DMSO zero; activation, % at 8.9 µM; hit rate 0.98% among 360,000; AID 540308;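 active = activation above a per-plate cutoff, the mean activation of sample wells on that plate plus 3 SD, cut at about 8% in these data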
ABHD5 PLIN5 PPI: ABHD5-PLIN5 protein interaction inhibition. Split G. princeps luciferase complementation, luminescence, 4 h. inhibition, % at 4 µM. hit rate 0.78% among 360,000;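 active = inhibition above the mean inhibition across every tested compound plus 3 SD, cut at about 22% in these data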;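 also: 0% = DMSO only wells and the 100% control is not disclosed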
HTR2A ag: activates the mouse 5-HT2A serotonin receptor. P35363. activation, % at 7.6 µM. CHO-K1 mHTR2A beta-arrestin complementation, luminescence; percent of 30 µM serotonin response. hit rate 0.66% among 360,000. AID 624169;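 active = activation above a run cutoff, the mean activation of all tested compounds plus 3 SD, cut at about 14% in these data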;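 also: 0% = plate median of compound wells and 100% = 30 µM serotonin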
Numbers without * were called inactive; . = not tested or not shown. The list is partial. The share of hits here may be higher or lower than overall.

structure	TLR9-MyD88 inh	MC4R antag cAMP	HTR2A ag	ABCB6 inh MLPCN	N-glyco inh	MC4R ag barr	ABHD5 PLIN5 PPI	H9c2 protect	NOD2-RIPK2 inh	SRC2 inh
CCSC1=NCCN1C(=O)Cc1ccc(-c2ccccc2)cc1	2.0	-13.0	-3.5	98.0	0.3	0.1	-0.1	-9.3	-3.0	5.3
Cc1csc(SCC(=O)Nc2oc(C)c3c(C)n[nH]c(=O)c23)n1	1.7	3.7	-2.8	102.0	2.4	-3.0	-8.9	11.8	-5.5	-4.5
COc1ccc(CN(C)C(=O)c2ccc(NS(=O)(=O)c3ccc(C)c([N+](=O)[O-])c3)cc2)c(OC)c1OC	-9.4	0.8	18.5*	102.0	-1.2	-1.4	-5.5	-2.6	3.3	-2.9
COc1ccc2c(-c3ccccc3)cc3nnnn3c2c1	8.1	-17.6	4.1	99.0	-1.8	0.8	-2.0	5.4	-1.9	9.6
O=C(Cc1ccc([N+](=O)[O-])cc1)N1CCCCCC1	3.9	-0.3	-4.0	98.0	1.4	-1.0	3.3	2.1	9.4	0.7
Cc1ccc2nc3c(cc(C(=O)NCC4CCCO4)c(=N)n3CCCOC(C)C)c(=O)n2c1 (stereo not given)	-20.5	6.0	6.2	95.0	2.1	-2.7	0.1	9.2	-22.2	-6.8
CC(C)(C)n1nc2c(c1NC(=O)c1ccc([N+](=O)[O-])cc1)CS(=O)(=O)C2	-11.3	3.8	-1.7	104.0	0.8	-0.5	-0.9	-3.3	-0.8	-0.7
O=C(CC(c1ccccc1)c1cc(Cl)ccc1O)NCCN1CCOCC1 (stereo not given)	-1.6	9.5	3.8	91.0	2.1	-2.4	6.0	-1.1	1.1	18.7
CCOC(=O)c1ccc(NC(=O)CCOc2ccccc2)cc1	0.0	3.6	7.4	99.0	-3.0	1.1	-10.4	-9.9	3.5	-15.7
O=C(O)C1CCN(C(=O)c2ccc(S(=O)(=O)N3CCCCCC3)cc2)CC1	6.8	-2.7	2.7	101.0	2.7	-0.3	16.0	-8.5	-1.1	7.3

Other results:
structure	TLR9-MyD88 inh	MC4R antag cAMP	HTR2A ag	ABCB6 inh MLPCN	N-glyco inh	MC4R ag barr	ABHD5 PLIN5 PPI	H9c2 protect	NOD2-RIPK2 inh	SRC2 inh
CCOC(=O)C1=C(C)NC2=C(C(=O)C(C(=O)OCC)C(c3ccccc3OC)C2)C1c1ccccn1 (stereo not given)	11.9	10.2	5.7	91.0	1.6	-1.3	8.4	7.5	-4.9	-41.6
COc1ccc(NC(=O)CNc2ccc(C#N)cc2)cc1	9.7	3.1	2.5	98.0	1.9	-1.8	4.3	17.4	0.3	23.1
CCOc1cc(/C=N/Nc2nc(-c3cccc(S(=O)(=O)N4CCCC4)c3)cs2)ccc1O	-0.1	13.9	-1.4	95.0	-4.7	4.4	12.2	46.1	-2.3	-0.5
COc1ccc(/C=C(\NC(=O)c2ccccc2)C(=O)N2CCN(C)CC2)cc1	-8.3	-3.4	-8.6	93.0	0.7	1.4	5.5	5.6	-8.8	-3.5
O=C(CNC(=O)c1cccc(Br)c1)N/N=C/c1cccnc1	4.4	0.2	-3.4	97.0	3.0	-0.5	0.9	7.8	-7.2	-12.9
Cc1[nH]c(=O)c(C#N)c(C)c1CCC(=O)NCc1cccc(C(F)(F)F)c1	0.2	-1.3	5.3	88.0	2.7	-2.5	8.8	4.0	-7.5	-8.3
CCN(CCCCCN(C)C)Cc1cc2ccccc2o1	-8.3	-0.9	0.9	107.0	-4.5	1.1	1.5	5.1	-9.7	-9.7
N#Cc1ccc(Oc2cccc3cccnc23)c([N+](=O)[O-])c1	-4.2	-0.8	-6.8	97.0	5.9	0.1	5.3	-2.5	-7.5	-7.6
C/C(=N\NC(=O)c1ccc(CSc2nncn2C)cc1)c1ccc(C#N)cc1	2.6	6.2	-2.8	92.0	1.1	-1.7	-2.1	-3.3	-5.6	-25.5
O=C(Cc1ccsc1)N1CCN(S(=O)(=O)c2cc(C(F)(F)F)cc(C(F)(F)F)c2)CC1	-4.3	-3.5	16.3*	87.0	0.6	-2.7	0.0	1.1	-1.5	11.2

Further compounds.
structure	TLR9-MyD88 inh	MC4R antag cAMP	HTR2A ag	ABCB6 inh MLPCN	N-glyco inh	MC4R ag barr	ABHD5 PLIN5 PPI	H9c2 protect	NOD2-RIPK2 inh	SRC2 inh
O=C(O)C1CCCCC1C(=O)Nc1ccc(F)c(F)c1 (stereo not given)	-12.4	19.8	2.7	103.0	-1.1	3.1	1.2	11.2	-13.5	12.1
COc1ccc(C(=O)NCC(=O)OCC(=O)c2cc(OC)c(OC)c(OC)c2)cc1OC	4.2	18.1	14.6*	95.0	1.1	-0.9	3.3	7.9	-9.6	-12.6
COc1ccc(S(=O)(=O)N2CCN(CC(=O)N3CCc4ccccc4C3)CC2)cc1OC	0.8	6.7	-0.5	97.0	0.9	0.0	4.4	-5.3	-0.9	-13.0
CC(=O)OCC(=O)C1(O)CCC2C3CCC4=CC(=O)C=CC4(C)C3C(=O)CC21C (stereo not given)	-6.6	2.3	2.4	85.0	-2.3	0.1	-2.5	3.7	-7.8	-8.2
COc1cc(C(=O)NNC(=O)COc2ccccc2Cl)ccc1OCC(=O)N1CCOCC1	3.7	-1.7	-1.9	95.0	-0.5	-1.6	-1.0	2.0	-1.4	-19.7
c1ccc(-c2ccc(C3=Nn4c(nnc4-c4cccs4)SC3)cc2)cc1	.	15.3	-4.4	100.0	-0.4	-2.8	9.7	1.1	-20.9	-16.1
COc1ccccc1NS(=O)(=O)c1cccc(C(=O)N/N=C(\C)c2ccc3c(c2)OCCO3)c1	5.9	0.4	2.6	100.0	1.8	2.4	3.4	33.6	-11.4	11.1
Cc1noc(NS(=O)(=O)c2ccc(NC(=O)C(F)(F)C(F)(F)C(F)(F)F)cc2)c1C	.	7.1	-1.8	91.0	0.1	0.0	0.1	-5.2	-7.7	8.0
CC(=C/c1ccccc1)/C=N/n1c(-c2ccco2)n[nH]c1=S	-1.7	1.0	-0.2	103.0	-1.6	-1.3	-13.0	-2.3	0.5	5.4
Cc1ccc(C)c(N(C(=O)CNC(=O)c2ccco2)C(C(=O)NC2CCCCC2)c2cccnc2)c1 (stereo not given)	-10.7	2.7	-2.9	103.0	1.1	-1.1	-0.4	3.0	0.5	-27.2

Remaining list, next part.
structure	TLR9-MyD88 inh	MC4R antag cAMP	HTR2A ag	ABCB6 inh MLPCN	N-glyco inh	MC4R ag barr	ABHD5 PLIN5 PPI	H9c2 protect	NOD2-RIPK2 inh	SRC2 inh
CC(=O)Nc1c(O)[nH]c2ccccc12	-3.7	17.1	2.4	102.0	-0.3	-1.0	1.0	37.3	-1.4	-20.2
O=C(Nc1ccc(F)c(Cl)c1)c1ccc2c(c1)OCO2	3.6	10.8	2.9	104.0	-4.5	-0.4	1.0	-7.2	6.6	-46.8
CCc1nc(N2CCC3(CC2)OCCO3)c2nnn(Cc3ccccc3)c2n1	8.5	4.6	0.5	90.0	0.9	5.0	2.4	-2.3	14.1	10.1
COc1cc(S(=O)(=O)Nc2ccc(C)cc2)ccc1NC(=O)c1ccncc1	9.2	5.0	-1.1	97.0	0.4	-1.0	0.6	-3.0	-6.0	11.0
COc1cccc(C(=O)N2CCN(C(=O)c3cccc4ccccc34)CC2)c1OC	10.4	14.6	-5.2	103.0	-3.0	-1.3	0.7	10.8	-2.5	-2.2
Cc1ccc(C(=O)Nc2nnn(C)n2)cc1	-2.1	1.6	-0.6	97.0	1.6	-2.5	-0.7	-3.1	-1.5	-73.7
COc1cc(C(=O)NC2CCN(Cc3ccccc3)CC2)cc(Cl)c1OC	25.7*	-1.4	-8.3	99.0	-2.8	-1.4	-7.2	6.0	5.6	4.1
CCc1ccc(OCC(=O)OC(C)C(=O)Nc2ccc(Cl)cn2)cc1 (stereo not given)	2.1	-5.6	-1.6	92.0	-1.0	0.9	-0.9	3.9	6.9	0.6
CCOC(=O)CN1C(=O)C(O)=C(C(C)=O)C1c1ccccc1 (stereo not given)	-4.4	4.0	1.7	99.0	-0.2	-1.6	3.9	9.7	4.1	0.7
O=C(c1ccc(-c2ccccc2)cc1)c1ccccc1C(=O)N1CCOCC1	-2.2	5.0	-2.4	105.0	-1.8	-0.8	4.9	-1.6	-0.4	15.1

Entries shown so far that contain a CF3 group (three):
structure	TLR9-MyD88 inh	MC4R antag cAMP	HTR2A ag	ABCB6 inh MLPCN	N-glyco inh	MC4R ag barr	ABHD5 PLIN5 PPI	H9c2 protect	NOD2-RIPK2 inh	SRC2 inh
Cc1[nH]c(=O)c(C#N)c(C)c1CCC(=O)NCc1cccc(C(F)(F)F)c1	0.2	-1.3	5.3	88.0	2.7	-2.5	8.8	4.0	-7.5	-8.3
O=C(Cc1ccsc1)N1CCN(S(=O)(=O)c2cc(C(F)(F)F)cc(C(F)(F)F)c2)CC1	-4.3	-3.5	16.3*	87.0	0.6	-2.7	0.0	1.1	-1.5	11.2
Cc1noc(NS(=O)(=O)c2ccc(NC(=O)C(F)(F)C(F)(F)C(F)(F)F)cc2)c1C	.	7.1	-1.8	91.0	0.1	0.0	0.1	-5.2	-7.7	8.0

(more compounds)
structure	TLR9-MyD88 inh	MC4R antag cAMP	HTR2A ag	ABCB6 inh MLPCN	N-glyco inh	MC4R ag barr	ABHD5 PLIN5 PPI	H9c2 protect	NOD2-RIPK2 inh	SRC2 inh
Cc1onc(-c2ccccc2Cl)c1C(=O)NCCCc1ccccc1	-5.9	9.2	-8.9	91.0	1.4	-1.5	0.9	-4.6	-3.8	16.2
COc1ccc(C(c2sc3nc(C)nn3c2O)N2CCC3(CC2)OCCO3)cc1 (stereo not given)	-9.6	-2.3	-1.4	112.0	-1.2	1.3	-7.4	8.9	1.8	16.9
N#Cc1cccc(C(=O)Nc2ccc(S(=O)(=O)Nc3nccs3)cc2)c1	-3.6	-1.2	-1.5	90.0	2.4	1.5	-4.9	-1.9	-11.2	12.2
CC(C)[C@H]1C(=O)Nc2ccccc2N1C(=O)N[C@@H](Cc1ccccc1)C(=O)N[C@H](C(=O)O)c1ccccc1	2.5	6.8	-2.2	104.0	2.3	-1.1	4.9	-0.3	-2.4	12.1
